Compound activity as filed in PubChem.
B2AR arrestin = agonists driving beta-arrestin recruitment to human beta2-adrenergic receptor; beta-arrestin recruitment to beta2AR, cell-based reporter; Potency, µM (titrated, usually from 46.1 µM), inactives show at the highest dose activation, hits mostly activators; hit rate 0.02% among 330,000; AID 492947;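 also: potency is read from the fitted curve at half-maximal effect; 0% = DMSO controls and full agonism = EC100 isoproterenol or metaproterenol; nearly all actives have a fitted effect of over 65% in size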
TRPV1 agonist = agonists of human vanilloid receptor 1 (TRPV1); hit rate 0.19% among 320,000; TRPV1-expressing cells, Fluo-8 calcium influx, agonist mode; activation, % at 8.33 µM; Q8NER1; in the data active = activation above about 80%; inconclusive = between about 30% and that limit; also: 0% is about no effect
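Cells expressing TRPV1 were dye-loaded with Fluo-8 and read kinetically: 10 s baseline, 3 min after compound (agonist portion), then 2 min after EC20 capsaicin (allosteric enhancer portion). Calcium-bound dye fluorescence at 480/520 nm.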
Integrin act MD = activators of alpha7 integrin expression for muscular dystrophy. alpha7betagal myoblasts, beta-gal FDG fluorescence, 48 h. Potency, µM (highest dose often 38.3 µM), inactives show at the highest dose activation, most hits filed as activators. hit rate 0.064% among 350,000. AID 624291;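 also: potency is read from the fitted curve at half-maximal effect; 100% = response of the positive control SU9516; nearly all actives have a fitted effect of over 60% in size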
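Alpha7betagal+/- myoblasts (passage 13) were plated 16-24 hr, then exposed to compounds (1:260 dilution of DMSO stock) for 48 hours at 37C. After MPER lysis, β-galactosidase reporter activity was read as FDG fluorescence (ex 480/em 540) after 30 minutes.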
Eya2 phos inh = blocks the phosphatase activity of human Eya2 | O00167 | recombinant Eya2, OMFP fluorescence dephosphorylation (OMFP is methylfluorescein phosphate) | Potency, µM (highest dose often 76.9 µM), for the others: top-dose activity, negative = inhibition, most hits filed as inhibitors | hit rate 0.006% among 330,000 | AID 488837; also: potency is read from the fitted curve at half-maximal effect; % is scaled to controls: 0 for no effect and ±100 for the full control effect
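Eya2 (0.2 uM) preincubated 10 min at ambient with compound, then OMFP substrate added at 50 uM; 10 min reaction in 50 mM HEPES pH 7.5, 50 mM NaCl, 5 uM MgCl2, 0.05% BSA, 1 mM DTT. Fluorescence read at Ex 485/Em 525 nm.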
ASM inhibitor = blocks human secretory acid sphingomyelinase; placental ASM, HMU-PC fluorogenic substrate, 60 min; P17405; Potency, µM (series often up to 57.5 µM), for inactives: top-dose activity change, negative = inhibition, actives largely listed as inhibitors; hit rate 0.006% among 340,000; also: potency is read from the fitted curve at half-maximal effect
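Steps: dispense placental human ASM, pin compound, wait 10 min at room temperature, add HMU-PC0 substrate at 9 uM final, incubate 60 min at 37 °C, add stop solution raising pH to 10, read fluorescence.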
ELG1 genotox = genotoxicity induction in ELG1-luciferase HEK293T cells; HEK293T ELG1-luciferase reporter, luminescence, 16 h; Potency, µM (highest dose often 46 µM), for the others: top-dose activity change, positive = activation, usual class: activators; hit rate 1.3% among 330,000; also: potency is read from the fitted curve at half-maximal effect; % of control where 0% means no effect; nearly all actives have a fitted effect of over 60% in size
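Genotoxicity was scored as increased ELG1-luciferase reporter signal, measured by ONE-Glo luminescence (30 min, room temperature). Compound or vehicle exposure of the HEK293T reporter cells lasted 16 hr at 37°C.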
USP2a inh = USP2a (human) protease inhibition; O75604; USP2 core, Ub-CHOP2 coupled fluorogenic reporter, 485/531; Potency, µM (series often up to 38.3 µM), for the others: at the highest dose activity change, negative = inhibition, hits mostly inhibitors; hit rate 0.01% among 330,000;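 also: potency is read from the fitted curve at half-maximal effect; plate controls were DMSO wells for no effect and full inhibition by NEM control for full effect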
Target sequence (O75604 whole entry, looked up): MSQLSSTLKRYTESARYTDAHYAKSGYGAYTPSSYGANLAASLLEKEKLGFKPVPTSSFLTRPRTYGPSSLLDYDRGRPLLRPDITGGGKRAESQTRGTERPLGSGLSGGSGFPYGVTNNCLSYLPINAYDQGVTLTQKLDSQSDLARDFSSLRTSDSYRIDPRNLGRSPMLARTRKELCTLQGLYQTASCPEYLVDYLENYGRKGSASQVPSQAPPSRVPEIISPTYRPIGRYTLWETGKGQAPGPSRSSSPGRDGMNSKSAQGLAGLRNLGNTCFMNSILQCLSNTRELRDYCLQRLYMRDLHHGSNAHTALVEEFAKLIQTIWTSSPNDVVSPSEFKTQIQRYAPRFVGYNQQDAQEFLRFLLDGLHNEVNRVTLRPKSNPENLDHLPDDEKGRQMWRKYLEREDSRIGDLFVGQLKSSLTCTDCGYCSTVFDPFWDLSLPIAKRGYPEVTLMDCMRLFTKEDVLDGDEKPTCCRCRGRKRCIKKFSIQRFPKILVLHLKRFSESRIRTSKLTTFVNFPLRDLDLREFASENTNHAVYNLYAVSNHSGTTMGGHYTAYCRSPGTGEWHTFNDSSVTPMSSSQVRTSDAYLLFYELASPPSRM
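USP2 core (10nM final) preincubated 30min RT with compound in 20mM Tris-HCl pH 8.0, 2mM CaCl2, 2mM beta-mercaptoethanol, 0.05% CHAPS; 25nM Ub-CHOP2 plus 25nM reporter substrate added, fluorescence (Ex485/Em531) read after 60min.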
TSG101-PTAP inh = blocks PTAP/TSG101 interaction to inhibit HIV-1 budding; Fluorescence polarization, FITC-PTAP peptide / Tsg101 binding; Potency, µM (titrated, usually from 115 µM), inactives show at the highest dose activity change, negative = inhibition, usual class: inhibitors; 340,000 tested, under 10 active; AID 493005; active = well fitted inhibition curve with a large enough effect in the main read-out, with a control signal flat, not every such curve was filed as active; inconclusive = small, poorly fitted or top-dose-only effect, or effect the other way, or a change in a side signal; inactive = no such curve, though single readings can be large or run the other way; also: potency is read from the fitted curve at half-maximal effect; % of control where 0% means no effect
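Tsg101 binding domain (10 uM final) was mixed with compound and a FITC-labeled PTAP peptide (50 nM final) in HEPES pH 7.5 buffer with NaCl, Tween 20, EDTA and TCEP; fluorescence polarization was read after 20 min at r.t.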
uPA surface inh = inhibitors of cell surface uPA generation; cell surface uPA generation assay, qHTS; hit rate 0.31% among 330,000; Potency, µM (titrated, usually from 38.3 µM), without a hit: at the highest dose activity change, negative = inhibition, actives largely listed as inhibitors; active = well fitted inhibition curve with a large enough effect; inconclusive = small, poorly fitted or top-dose-only effect; inactive = no such curve, though single readings can be large or run the other way; tested in mouse RAW 264.7 cells; also: potency is read from the fitted curve at half-maximal effect; % is scaled to controls: 0 for no effect and ±100 for the full control effect; nearly all actives have a fitted effect of over 55% in size
BRCA1 expr up = activators of BRCA1 expression. hit rate 1.1% among 380,000. MCF7-BRCA1-FFLuc reporter, luminescence, 48 h; response scale: scaled: vehicle 0%, 10 µM genistein 100%. AID 624202. Potency, µM (series often up to 46.1 µM), for the others: at the top dose activation, usual class: activators; also: potency is read from the fitted curve at half-maximal effect; nearly all actives have a fitted effect of over 80% in size; some results filed as inactive show a strong effect at the top dose
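Compounds are tested at multiple concentrations on MCF7 BRCA1-luciferase reporter cells seeded at 2000 per well; after 48 h, a single luminescence end-point is taken and curves fitted to the normalized data.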
p53 reactivator = restores transcriptional activity of mutant p53. H1299 p53-A138V BP100-luciferase reporter, luminescence, 24 h. Potency, µM (doses to about 92.2 µM), for the others: top-dose activity change, positive = activation, usual class: activators. hit rate 0.063% among 320,000; also: potency is read from the fitted curve at half-maximal effect; % of control where 0% means no effect; nearly all actives have a fitted effect of over 45% in size
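H1299 (p53-null), stable ts p53-A138V + BP100-Luc; 1000 cells/well, Opti-MEM/10% FBS; cpd 4 pt, 1:5; 24 h, 37 deg C, 5% CO2; detection reagent 10 min RT; luminescence.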
* marks the source's active call; other numbers are inactive results; ? = inconclusive; . = no result given; & = joins results of further samples; [ ] = another dose, or the depositor's remark. Unless noted, calls follow the shape of the dose curve; as a rule, active = well fitted curve in the direction sought with a large enough effect; inconclusive = small, poorly fitted or top-dose-only effect, or another doubt; inactive = no such curve, though single readings can be large; an effect the other way counts as inactive or inconclusive. Compounds as they come; overall some 2.6% were active at least once.

SMILES	B2AR arrestin	TRPV1 agonist	Integrin act MD	Eya2 phos inh	ASM inhibitor	ELG1 genotox	USP2a inh	TSG101-PTAP inh	uPA surface inh	BRCA1 expr up	p53 reactivator
COc1ccc(NC(=O)CN(C)S(=O)(=O)c2ccc3c(c2)c(=O)n(C)c(=O)n3C)cc1	0.2%	0.5	2.7%	4.0%	-1.5%	0.0%	3.4%	-5.9%	1.1%	8.3%&14.1%	-3.6%
O=C(NCC(c1ccco1)N1CCN(c2ccccc2)CC1)C(=O)NC1CCCC1 (stereo unspecified)	0.3%	2.2	-10.9%	25.0%	-0.1%	-4.4%	-1.3%	-1.8%	-1.2%	-12.0%	-2.7%
Cn1c(SCc2cccnc2)nc2c(c1=O)SCC2	-0.6%	-3.0	-15.8%	14.1%	1.3%	-0.5%	0.7%	-2.2%	1.4%	-3.7%	-6.5%
CCOC(=O)CSc1nn(-c2ccccc2)c(=S)s1	0.2%	?	7.3%	-7.1%	6.4%	0.3%	-5.2%	-8.4%	1.6%	3.4%	1.4%
COc1ccc(S(=O)(=O)Cc2ccc(C(=O)NCC(OC)OC)o2)cc1	0.4%	1.9	18.1%	?	-0.2%	1.3%	-0.6%	-4.0%	-0.6%	3.5%	0.8%
CC(=O)Nc1cccc(C(=O)OC(C(=O)c2ccc(C)c(C)c2)c2ccccc2)c1 (stereo unspecified)	0.5%	9.9	1.0%	5.1%	-18.3%	-2.1%	1.0%	-8.6%	-10.1%	-30.5%	0.8%
O=C(CSc1ccccc1)N1CCN(S(=O)(=O)c2ccccc2)CC1	-1.0%	?	29.0%	-14.9%	0.4%	0.5%	0.2%	-0.2%	-0.2%	37.6%	-1.1%
N#CCCn1cc(C(=O)Nc2ccccc2Br)c(-c2cc3ccccc3o2)n1	-0.3%	?	-21.8%	-1.1%	-4.8%	1.5%	0.8%	-1.2%	-2.1%	-39.3%	-20.9%
CC(=O)Oc1ccc(OC(C)=O)c(SCCCCCN2CCOCC2)c1	-0.4%	-5.2	-65.2%[inhibitor]	7.3%	-1.1%	?	1.0%	-5.9%	.	-20.4%	-11.1%
CCCCOc1cccc(C2(C(=O)O)CCCC2)c1	0.1%	-0.4	-31.0%	-29.0%	-0.4%	-6.3%	2.7%	5.1%	1.2%	-2.8%	1.7%
CCN(CC)CCn1c(C)nc2c(sc3nc4c(cc32)COC(C)(C)C4)c1=O	-0.9%	-1.5	-15.0%	14.0%	-2.8%	3.3%	0.6%	-5.3%	7.5%	29.5%	0.8%
Cc1cccc(OCc2nnc(SCCC(=O)O)n2-c2ccccc2)c1	0.9%	-3.1	2.5%	5.6%	7.3%	1.0%	1.0%	-2.5%	-3.5%	-1.7%	.
Cn1c(=O)c2[nH]c(SCCN3CCCCC3)nc2n(C)c1=S	.	.	-15.7%	.	6.7%	.	.	-3.6%	0.3%	2.4%	.
CC1=C(C(=O)OCC2CCCO2)C(c2ccc(Cl)cc2)NC(=O)N1 (stereo unspecified)	0.1%	-8.2	?	12.1%	-0.9%	-6.1%	1.4%	1.9%	3.6%	-12.0%	-4.5%
Cc1cccc(N2C(=O)C3CC3C2=O)c1 (stereo unspecified)	-0.1%	2.7	-16.6%	3.4%	2.8%	-6.5%	2.4%	1.5%	7.9%	-9.8%	-2.1%
CCCC1(c2ccccc2)NC(=O)N(CC(=O)N2CC(=O)Nc3ccccc32)C1=O (stereo unspecified)	3.0%	-1.6	?	-20.0%	-5.1%	3.0%	-0.7%	0.6%	2.3%	-12.8%	-7.9%
Cc1ccc(C)c(NC(=O)C(C)N2C(=O)c3ccccc3C2=O)c1 (stereo unspecified)	-3.6%	-0.9	22.2%	-5.1%	1.3%	0.2%	1.0%	-0.2%	3.7%	12.8%	?

Part of the list above, limited to TRPV1 agonist, B2AR arrestin and Integrin act MD:
SMILES	TRPV1 agonist	B2AR arrestin	Integrin act MD
N#CCCn1cc(C(=O)Nc2ccccc2Br)c(-c2cc3ccccc3o2)n1	?	-0.3%	-21.8%
CCOC(=O)CSc1nn(-c2ccccc2)c(=S)s1	?	0.2%	7.3%

Complete entries, quoted from the list. Screens in order: B2AR arrestin, TRPV1 agonist, Integrin act MD, Eya2 phos inh, ASM inhibitor, ELG1 genotox, USP2a inh, TSG101-PTAP inh, uPA surface inh, BRCA1 expr up, p53 reactivator
CCCC1(c2ccccc2)NC(=O)N(CC(=O)N2CC(=O)Nc3ccccc32)C1=O (stereo unspecified) reads 3.0%, -1.6, ?, -20.0%, -5.1%, 3.0%, -0.7%, 0.6%, 2.3%, -12.8%, -7.9%
COc1ccc(S(=O)(=O)Cc2ccc(C(=O)NCC(OC)OC)o2)cc1 reads 0.4%, 1.9, 18.1%, ?, -0.2%, 1.3%, -0.6%, -4.0%, -0.6%, 3.5%, 0.8%
Cn1c(=O)c2[nH]c(SCCN3CCCCC3)nc2n(C)c1=S reads ., ., -15.7%, ., 6.7%, ., ., -3.6%, 0.3%, 2.4%, .
CCOC(=O)CSc1nn(-c2ccccc2)c(=S)s1 reads 0.2%, ?, 7.3%, -7.1%, 6.4%, 0.3%, -5.2%, -8.4%, 1.6%, 3.4%, 1.4%
